VIM-2 inh: inhibitors of Pseudomonas aeruginosa VIM-2 metallo-beta-lactamase; AID 1527; inhibition, % at 5.6 µM; 290,000 tested, 0.89% active; purified VIM-2, nitrocefin hydrolysis, epi-absorbance fluorescence;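 active = inhibition above the mean of all tested compounds plus 3 SD, cutoff set per screening run, cut at about 7.5% in these data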;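 also: red hydrolysis product quenches plate fluorescence so inhibitors raise well fluorescence; 0% = enzyme with DMSO and 100% = DMSO without enzyme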
IDE cell inh: inhibitors of human insulin-degrading enzyme in cells; HEK cells, FAbetaB cleavage, fluorescence polarization; AID 434962; P14735; inhibition, % at 5.59 µM; 320,000 tested, 0.41% active;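 active = percent inhibition above the average of all tested compounds plus 3 SD, set per screening campaign, cut at about 16% in these data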;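 also: IDE supplied by intact live HEK cells; FP after avidin binding of uncleaved biotin substrate so inhibition keeps polarization high; 0% = DMSO wells and 100% = 60 µM reference IDE inhibitor Ii1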
Target sequence (P14735 whole entry, looked up): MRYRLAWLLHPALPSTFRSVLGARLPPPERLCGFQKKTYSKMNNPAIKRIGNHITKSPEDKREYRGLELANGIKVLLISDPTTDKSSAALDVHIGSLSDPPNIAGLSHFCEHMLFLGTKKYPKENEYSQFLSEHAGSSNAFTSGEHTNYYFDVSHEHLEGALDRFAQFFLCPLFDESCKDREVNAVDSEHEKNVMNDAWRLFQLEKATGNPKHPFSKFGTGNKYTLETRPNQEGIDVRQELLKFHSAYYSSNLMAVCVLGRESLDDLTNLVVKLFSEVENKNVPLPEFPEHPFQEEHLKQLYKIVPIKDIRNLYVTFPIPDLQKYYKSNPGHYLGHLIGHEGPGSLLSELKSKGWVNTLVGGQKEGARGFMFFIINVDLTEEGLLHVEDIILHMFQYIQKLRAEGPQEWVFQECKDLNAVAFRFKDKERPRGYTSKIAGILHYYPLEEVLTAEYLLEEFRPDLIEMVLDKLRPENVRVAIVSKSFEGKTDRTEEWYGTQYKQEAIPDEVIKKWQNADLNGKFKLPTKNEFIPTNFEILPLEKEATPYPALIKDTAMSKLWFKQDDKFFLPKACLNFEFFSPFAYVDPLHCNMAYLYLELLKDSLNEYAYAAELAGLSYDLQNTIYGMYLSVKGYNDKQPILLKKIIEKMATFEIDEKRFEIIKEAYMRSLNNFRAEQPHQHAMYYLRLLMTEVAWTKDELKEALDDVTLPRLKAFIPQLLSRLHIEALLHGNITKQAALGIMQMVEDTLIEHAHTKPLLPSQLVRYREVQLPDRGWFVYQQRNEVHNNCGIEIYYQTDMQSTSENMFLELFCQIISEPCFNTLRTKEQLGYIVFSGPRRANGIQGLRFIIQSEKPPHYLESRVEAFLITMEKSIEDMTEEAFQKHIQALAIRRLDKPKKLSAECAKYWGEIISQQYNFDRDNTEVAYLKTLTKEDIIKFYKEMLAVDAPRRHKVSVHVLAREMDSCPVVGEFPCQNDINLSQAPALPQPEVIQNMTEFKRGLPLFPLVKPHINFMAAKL
NS3 helicase inh: blocks Hepatitis C virus NS3 helicase unwinding; NS3 helicase DNA unwinding, Cy5 molecular beacon fluorescence; 290,000 tested, 0.56% active; inhibition, % at 10.9 µM;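 active = inhibition above the mean of all tested compounds plus 3 SD, set per campaign, cut at about 35% in these data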;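 also: 0% = DMSO wells and 100% = thioflavine S control wells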
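Assay system: hepatitis C virus NS3 helicase domain fragment enzyme. Also added: annealed dual-labelled DNA beacon duplex, ATP-started. Timing: 1 h reaction at 25 °C, ATP-initiated. Technique: Cy5 fluorescence at 0 and 60 min, beacon hairpin quenching. Evaluation: % inhibition of unwinding. Replication: one well per compound.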
CRFBP-R2 block: antagonists of CRF-binding protein/CRF-R2 receptor complex; 350,000 tested, 0.59% active; HEK293 CRF-R2/CRF-BP, CRF-induced calcium fluorescence; AID 588475; inhibition, % at 11.8 µM;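 active = inhibition of the ligand-induced calcium signal above about 50% at the single tested concentration, limit read from the data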
SUMO HTRF inh: blocks human SUMOylation mediated by UBC9; inhibition, % at 35 µM; P63279; AID 2006; HTRF SUMOylation assay, SAE1/SAE2 + UBC9, in vitro; 290,000 tested, 0.36% active; in the data active = inhibition above about 50%, passing the limit was not always enough; also: strong numbers were not always called active
IDE cell activ: activators of human insulin-degrading enzyme in cells; P14735; HEK cells, FAbeta-B cleavage, fluorescence polarization; 0% vehicle, 100% cell-free pure enzyme wells; activation, % at 5.96 µM; 340,000 tested, 0.073% active; AID 493087;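 active = activation above the mean of all tested compounds plus 3 SD, set per screening campaign, cut at about 17% in these data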
GalR3 antag: antagonists of human GalR3. HEK293 GalR3-CNG cAMP membrane potential fluorescence; galR3 body fused to GalR1 C-terminus. AID 651719. O60755. inhibition, % at 3 µM. 360,000 tested, 0.44% active;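 active = inhibition above the screen-wide average plus 3 SD, cut at about 13% in these data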;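 also: forskolin and galanin both at EC90 stimulate the cells; cAMP rise reported by CNG channel membrane potential dye signal; 0% = forskolin plus galanin with DMSO and 100% = forskolin alone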
IMP-1 inhibitor: inhibitors of Pseudomonas aeruginosa IMP-1 metallo-beta-lactamase. purified IMP-1, nitrocefin hydrolysis, epi-absorbance fluorescence. inhibition, % at 5.6 µM. 290,000 tested, 0.45% active. AID 1556;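 active = inhibition above the mean plus 3 SD of all compounds in the same screening run, cut at about 4.5% in these data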;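 also: 0% = IMP-1 with DMSO and 100% = DMSO wells lacking enzyme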
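System – purified recombinant IMP-1 beta-lactamase · Input – IMP-1 dispensed at 0.2 nM · Timing – 15 min preincubation plus 25 min reaction at 25 °C · Signal – Epi-absorbance fluorescence, 480 nm excitation, 530 nm emission · Measure – percent IMP-1 inhibition derived from blank-referenced optical density · Controls – Enzyme-plus-DMSO low control, enzyme-free DMSO high control · Replication – singlicate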
pCIP destab: compounds decreasing mouse p/CIP protein stability. F442A p/CIP-EGFP cells, EGFP fluorescence, 16 h. AID 1984. 290,000 tested, 0.01% active. decrease of EGFP signal, % at 10 µM. Q05BA5;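 active = EGFP signal decrease of at least 30% at 10 µM or well 3 SD below plate mean, unless failing retest; inactive = the rest, including hits failing retest or dose response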; also: some compounds called inactive have numbers as strong as hits; many of its hits are not listed in these tables
* = called active by the depositor; nt = not tested or not shown.

SMILES	VIM-2 inh	IDE cell inh	NS3 helicase inh	CRFBP-R2 block	SUMO HTRF inh	IDE cell activ	GalR3 antag	IMP-1 inhibitor	pCIP destab
CC1Cc2ccccc2N1C(=O)COC(=O)C1=COCCO1 (centres undefined)	-1.7	1	-8	-2	7	5	-2	-1.7	-3
CC(C)(C)n1nc2c(c1NC(=O)COc1ccc3ccccc3c1)CS(=O)C2 (centres undefined)	-2.6	2	-4	1	8	2	3	-3.0	-5
O=C(N/N=C/c1cccc(O)c1)c1cc2c(ccc3ccccc32)o1	-4.1	nt	1	-4	8	-2	-4	-1.4	2
CCC(=O)N(CCC(c1ccccc1)c1ccco1)Cc1cccs1 (centres undefined)	-2.8	-1	19	1	-7	-1	5	-1.7	-16
O=c1[nH]c(=O)c2nc(-c3ccc(Cl)cc3)cnc2[nH]1	-1.1	1	9	-2	49	3	-5	-2.7	5
O=C(N=Nc1c(O)[nH]c2ccccc12)c1cc(-c2cccs2)[nH]n1	-1.3	-10	10	14	37	-2	-4	1.1	9
CSC1=NSC2=NC(=O)/C(=C\c3cccs3)C(=N)N12	-3.0	2	30	20	-3	2	7	-4.2	-1
COc1ccc(CNC(=O)COC(=O)CN2C(=O)NC3(CCCC3)C2=O)cc1	nt	1	nt	8	nt	4	-3	nt	nt
COc1cc(CN2CCCC(CO)(Cc3ccccc3)C2)ccc1O (centres undefined)	-1.9	-1	5	-5	-5	3	-7	-1.5	-4
COc1ccc(C2(C)NC(=O)N(CC(=O)Nc3ccc4[nH]c(=O)[nH]c4c3)C2=O)cc1 (centres undefined)	nt	9	nt	-1	nt	-2	-2	nt	nt
Cc1cc(-c2nnc(SCC(=O)Nc3ccccn3)o2)no1	-1.9	-7	11	3	16	4	1	-4.2	-6
O=C(c1ccc(Br)s1)N1CCN(c2ccccn2)CC1	0.0	-2	2	-11	-7	4	0	0.6	-10
Cc1onc(-c2ccccc2)c1CNC(=O)Nc1ccc(C(F)(F)F)cc1	-1.8	11	-3	-15	-2	nt	0	-2.1	-3
CCOc1ccc(NC(=O)C2CC(=O)N(Cc3ccco3)C2)cc1 (centres undefined)	nt	3	nt	8	nt	0	-4	nt	nt
COc1ccc(C(=O)Nc2ccc3c4c(cccc24)CC3)cc1	0.0	-3	2	3	-8	1	-11	-0.6	-3
N#Cc1ccc(S(=O)(=O)Nc2ccc3ccccc3n2)cc1	-2.1	-2	0	5	14	6	-2	-2.3	-10
CCC(C)C(NC(=O)c1ccccc1NC(=O)c1ccccc1)C(=O)O (centres undefined)	-2.5	5	-4	-4	23	-5	-3	-3.0	-10
Cc1c(N)cc[n+](CC(=O)c2ccccc2)c1C	-5.7	-1	2	1	-24	-2	-5	-2.6	-2
Cc1ccsc1C1C2=C(CCCC2=O)Nc2ncnn21 (centres undefined)	-2.9	1	-1	17	4	3	-2	-0.8	-8
Cc1ccc(NS(=O)(=O)c2ccc(C(=O)N3CCCCCCC3)cc2)cc1	0.1	4	-8	-13	4	4	1	-0.6	-16
Cc1nc(C(=O)NCc2ccccc2)sc1C1(C)CC(c2cccnc2)=NO1 (centres undefined)	nt	1	nt	-8	7	1	-2	nt	-8
Cc1ccc(C(=O)c2c3ccccc3[n+]([O-])n2CCC(N)=O)cc1	1.9	1	18	10	4	6	0	-1.2	-10
Cc1ccc(NC2(C(F)(F)F)N=C(c3ccccc3)NC2=O)nc1 (centres undefined)	-2.8	7	13	4	2	-2	8	-0.5	1
O=C(O)CP(=O)(c1ccccc1)c1ccccc1	-2.7	5	4	-46	20	2	-3	-2.1	2
Cc1ccc(-c2cc3c(nn2)-c2ccccc2C3=O)cc1	-1.5	7	-10	-4	-8	3	2	-0.8	-6

Record cards, as listed above. Order of screens: VIM-2 inh | IDE cell inh | NS3 helicase inh | CRFBP-R2 block | SUMO HTRF inh | IDE cell activ | GalR3 antag | IMP-1 inhibitor | pCIP destab
Results for COc1ccc(CNC(=O)COC(=O)CN2C(=O)NC3(CCCC3)C2=O)cc1 = nt | 1 | nt | 8 | nt | 4 | -3 | nt | nt
Results for COc1ccc(C2(C)NC(=O)N(CC(=O)Nc3ccc4[nH]c(=O)[nH]c4c3)C2=O)cc1 (centres undefined) = nt | 9 | nt | -1 | nt | -2 | -2 | nt | nt

More entries follow.
SMILES	VIM-2 inh	IDE cell inh	NS3 helicase inh	CRFBP-R2 block	SUMO HTRF inh	IDE cell activ	GalR3 antag	IMP-1 inhibitor	pCIP destab
COc1ccc(CCNC(=O)c2cnccn2)cc1	nt	0	nt	9	-3	3	4	nt	-6
CC(/C=N/NC(=O)NC1CCCCC1)=C\c1ccccc1	-1.8	3	10	-40	1	-3	-1	-1.1	-3
Nc1ccc(S(=O)(=O)c2ccc(N)cc2)cc1	0.4	6	0	9	15	6	-4	0.0	-4
O=C(N/N=C/c1cn(CC(=O)N2CCOCC2)c2ccccc12)c1cccnc1	-4.3	-4	3	9	0	1	-4	-4.6	-6
CC(=O)Nc1ccc(S(=O)(=O)NCC(C)NS(=O)(=O)c2ccc(NC(C)=O)cc2)cc1 (centres undefined)	-2.0	0	-2	13	-16	2	-1	-1.1	0
CCOC(=O)N1CCN(C(=O)CSCC(=O)Nc2nc(-c3ccc(C)cc3)cs2)CC1	-0.8	-3	-3	-14	-7	-3	nt	-2.4	0
CCOc1ccc(/C=C2\CCC(C3CCCC3)C2=O)cc1OC (centres undefined)	0.5	4	0	-4	-3	-1	-2	-3.5	0
CS(=O)(=O)N1CCc2cc(C(=O)N3CCCCC3)ccc21	-3.5	2	-1	-16	7	0	-3	-3.8	9
CCC(=O)N1CCc2cc(Br)cc(S(=O)(=O)N3CCCCC3CC)c21 (centres undefined)	-2.5	5	0	19	1	4	-4	-3.9	-6
CCC(=O)Nc1cccc(-c2cn3ccsc3n2)c1	-2.1	4	5	6	2	-2	-3	-2.4	-11
CC(=O)Nc1ccc(S(=O)(=O)NC2Cc3ccccc3C2)cc1	-2.7	3	-11	-8	12	-2	-7	-1.9	-4
COc1cc(/C=C(\C#N)C(=O)NCC2CCCO2)cc(OC)c1OC (centres undefined)	-5.9	-1	4	-9	29	7	-4	-1.7	-10
COc1ccccc1CNS(=O)(=O)c1ccc(-n2cccn2)cc1	-1.7	9	5	0	-1	4	-1	-3.7	-9
C=CCn1c(SCC(=O)N2CCCCC2)nnc1-c1ccncc1	-3.3	1	3	8	4	8	-2	-2.9	8
COc1ccc(OC)c(CN2CCN(C(=O)c3ccc(F)cc3)CC2)c1	-2.3	0	5	1	7	5	-7	-1.9	-6
COCCCNC(=O)c1cc(Sc2nnc(C)s2)nc2ccccc12	-1.5	3	4	-5	7	2	3	-3.3	-2
COc1ccc(OC)c(Cc2nnc(CCC(=O)N3CCCCC3c3nccs3)o2)c1 (centres undefined)	-3.8	2	-7	16	3	-2	nt	-2.7	-12
CCCCC1=CC2=C(c3ccco3)C(=O)C(C)(OC(=O)c3ccc(OC)cc3)C(=O)C2=CN1C1CCCCC1 (centres undefined)	nt	5	nt	-11	28	4	nt	nt	2
Cc1ccc(CN2CC(C(=O)N(Cc3nnc(-c4ccccc4Cl)o3)C3CC3)CC2=O)cc1 (centres undefined)	nt	1	nt	-7	nt	2	1	nt	nt
COc1ccc(C2=NOC(c3nnc(-c4ccccc4)o3)C2)cc1 (centres undefined)	nt	3	nt	1	nt	6	5	nt	nt
COC(=O)CNC(=O)C1CCN(S(=O)(=O)c2cnc[nH]2)CC1	-5.6	-1	-3	-8	-8	4	3	-2.2	7
CC(=O)NC(Cc1cccc(C)c1)C(=O)NC1CCN(S(=O)(=O)c2ccccc2)CC1 (centres undefined)	-2.9	0	5	-4	-19	2	-6	-1.3	-32
CCN1CCN(c2cc(C)c3cc(NC(=S)N(C)Cc4ccccc4)ccc3n2)CC1	0.0	-2	-66	-9	-2	3	-3	-4.1	5
COc1ccc(OC)c(/C=N/NC(=O)c2[nH]ncc2Br)c1	-2.2	0	7	-16	27	nt	-3	-1.3	-2
CCc1ccc(S(=O)(=O)NCC2(N3CCOCC3)CCCCC2)cc1	nt	-1	nt	-22	nt	0	-3	nt	nt
Later entries:
SMILES	VIM-2 inh	IDE cell inh	NS3 helicase inh	CRFBP-R2 block	SUMO HTRF inh	IDE cell activ	GalR3 antag	IMP-1 inhibitor	pCIP destab
CCN(CC)CCNC(=O)Cn1c(C)cc2ccccc2c1=O	-0.9	2	2	20	6	1	-3	-1.2	5
Cc1cccnc1NC(=O)c1ccc(S(=O)(=O)N2CCCCCC2)cc1	nt	3	nt	6	nt	-1	-5	nt	nt
COc1cc(/C=N/NC(=O)C(Cc2c[nH]c3ccccc23)NC(=O)OCC(C)C)cc([N+](=O)[O-])c1OCc1ccccc1 (centres undefined)	-4.1	1	24	-3	13	4	-7	-2.6	-3
O=C1CC(c2ccccc2)CC2=C1C(c1ccccn1)Nc1ccccc1N2 (centres undefined)	-2.3	2	-7	-11	-7	2	3	3.0	5
O=C(CN1CCc2ccccc2C1)NC1CCCC1	-2.3	1	-2	10	1	6	4	-1.2	-7
O=C(O)c1cccc(Nc2ncnc3c2cnn3-c2ccccc2)c1	-0.9	-3	3	8	10	6	-1	-2.4	1
NS(=O)(=O)c1ccc(-c2ccc(/C=N/NC(=O)c3ccccc3O)o2)cc1	-3.6	1	-6	10	17	7	3	-1.0	4
CC(=O)Nc1ccccc1OCC(=O)N(Cc1ccccc1)C(C)C	-2.6	3	4	-1	-5	1	-7	-2.0	-9
Cc1ccc(C2(C)NC(=O)N(CC(=O)NCc3cccc(Cl)c3)C2=O)cc1 (centres undefined)	-1.0	1	9	9	20	-4	-6	-0.1	-12
CCn1c(C)c(C)c2cc(C(=O)NCCCN3CCCC3)ccc21	0.5	2	-25	6	2	2	-5	-1.3	-22
CNc1c([N+](=O)[O-])cnn1-c1ccccc1F	-1.4	-2	-16	-5	24	nt	-4	-1.4	-8
CCN(CC)S(=O)(=O)c1ccc(C)c(NC(=O)COC(=O)CN2C(=O)NC(C)(C)C2=O)c1	nt	-2	nt	4	nt	5	0	nt	nt
Fc1ccc2cnc(-c3cccnc3)cc2c1	nt	3	nt	9	nt	0	-9	nt	nt
C/C(=N/NC(=O)CN1CCN(Cc2ccccc2Cl)CC1)c1cccs1	-2.0	9	-6	4	10	nt	-2	-1.8	3
COc1ccc(NC(=O)Nc2nnc(CC(=O)NCc3ccccc3)s2)cc1	-1.7	11	5	-11	18	7	-3	-3.8	0
COc1cccc(CNCc2ccc(OC)cc2OC)c1	-0.4	7	-10	-5	12	1	-7	-2.2	2
O=C(Oc1ccc(F)cc1)N1CCOCC1	-1.9	2	4	-15	3	2	-3	-3.2	-11
CC(C)(C)NC1=CC(=O)OC12CCCCC2	1.2	7	2	-21	14	3	-6	0.1	-11
COc1cccc(N2CC(C)Cn3c2nc2c3c(=O)n(CCN3CCOCC3)c(=O)n2C)c1 (centres undefined)	6.3	-1	5	1	11	3	-5	-0.8	4
O=C(C1CCN(S(=O)(=O)c2cccc3nsnc23)CC1)N1CCc2ccccc2C1	-1.0	2	-3	-9	4	1	-2	-0.6	-7
O=C(c1ccc(-n2nc(C(F)(F)F)c3c2CCCC3)cc1)N1CCOCC1	-0.9	5	-2	6	0	8	3	-2.3	-8
